Screens: PubChem, Sanford-Burnham Center for Chemical Genomics
Hsp70 displacement = Hsp70 inhibitors, probe displacement, primary screen, biochemical, fluorescence polarization (AID 583); 0.06% of 140,000 active; one-dose displacement, % at 20 µM; IC50 in µM for titrated hits; Hsp70 fluorescence polarization probe displacement, mP; higher % means a stronger effect; in the data active = displacement above about 50%;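 note: plate controls were vehicle for no effect and reference ligand for full effect; a part of the inactive calls stands beside numbers as strong as those of hits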
Rat MKP-3 inhibitors = inhibition of rat DUSP6 enzyme activity – biochemical, in vitro, primary screen (AID 425). inhibition, % at 20 µM; hits with a dose series show IC50 in µM. recombinant MKP-3 phosphatase activity, fluorescence; higher % means a stronger effect. 0.17% of 110,000 active; in the data active = inhibition above about 50%;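 note: plate controls were vehicle for no effect and reference inhibitor for full effect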
Numbers without * were called inactive; x = not tested or not shown; & = joins results of further samples. These rows are one share of the data. The share of hits here may be higher or lower than overall.

Hsp70 displacement | Rat MKP-3 inhibitors | Compound
3.8% | -2% | CN1CCN(C(=O)CN2C(=O)/C(=C/c3cccc(Br)c3)SC2=S)CC1
x | -1% | COC(=O)CSC1=C(C#N)C(c2ccc(C(C)C)cc2)CC(=O)N1 (centres undefined)
0.8% | x | O=C(c1ccc(S(=O)(=O)N2CCOCC2)cc1)N1CCN(C2=NS(=O)(=O)c3ccccc32)CC1
-5.3% | x | CN(C(=O)Cc1ccccc1)n1cnnc1
2.6% | 6% | CC(C)(C)c1ccccc1NC(=O)c1ccco1
-1.7% | 0% | COc1ccc2oc(C(=O)CCC(=O)O)c(N)c2c1
1.8% | 0% | CCOc1ccc2c(c1)-c1c(ssc1=S)C(C)(C)N2C(=O)CN1C(=O)c2ccccc2C1=O
0.1% | -3% | COc1ccc(C)cc1NS(=O)(=O)c1cccc2nonc12
5.1% | -2% | CC(O)C(=O)NS(=O)(=O)c1ccccc1 (centres undefined)
-1.3% | -4% | Cc1cc(C)n2nc(SCC(=O)NCc3ccco3)nc2n1
-1.1% | -1% | CC(C)CCn1cnc2c([nH]c3cccc(Cl)c32)c1=O
3.6% | x | O=C(CN1C(=O)C(=O)c2ccccc21)NC1CCCCC1
3.2% | 3% | NC(=O)c1ccc(NC(=S)Nc2ccccc2)cc1
-0.6% | -1% | Nc1n[nH]c(N)c1N=Nc1ccc(Cl)cc1
4.9% | x | O=C(O)CSc1nccn1-c1cccc(Cl)c1
2.7% | -10% | CCCN1C2CCCC1CC(NC(=O)c1ccccc1)C2 (centres undefined)
6.6% | 4% | COc1ccc(Cn2cccc(NC(=O)Nc3ccc(C#N)cc3)c2=O)cc1
0.5% | -12% | CCOCC(=O)N1CCc2ccccc21
0.2% | 2% | COc1ccc(OC)c(N(CC(=O)Nc2ccc(Br)cc2)S(C)(=O)=O)c1
-3.8% | -2% | CN(C)Cc1ccc(O)c(CCc2ccccc2)n1
9.6% | x | O=C(/C=C/c1ccc(Cl)cc1Cl)n1cccn1
-0.2% | 0% | CCCN(CCC)CCNC(=O)CS(=O)Cc1nc(-c2ccc(C)cc2)oc1C (centres undefined)
0.1% | 3% | CCOC(=O)N1CCN(C(=O)Nc2ccccc2Cl)CC1
1.9% | 0% | CCc1c(C(=O)Nc2cc(C)ccc2OC)[nH]c(C)c1C(C)=O
2.2% | 0% | O=C1C=C(Nc2ccc(Cl)cc2)CN1
16% | x | NS(=O)(=O)c1ccc(Nc2nc(-c3ccc(O)cc3O)cs2)cc1
-1.8% | 2% | O=c1cc(C(F)(F)F)nc(Sc2c(-c3ccccc3)c3cc(Cl)ccc3[nH]c2=O)[nH]1
0.6% | x | CC(C)c1ccc(C(=O)N(c2ccccn2)C(C)c2ccco2)cc1 (centres undefined)
4.4% | -6% | CCN(CC)CCCNC1CCS(=O)(=O)C1 (centres undefined)
3.0% | 4% | CCn1c(CNc2ccc(F)cc2)nnc1SCC(=O)OC1CCCCC1
-1.0% | 0% | O=C(Nc1ccccc1C(=O)O)c1cccc(S(=O)(=O)Nc2ccc(F)cc2)c1
4.1% | x | CC(=O)Nc1ccc(Oc2ncccn2)c(Cl)c1
-2.8% | -8% | CCC1CCCCN1C(=O)Cn1c(=O)oc2ccccc21 (centres undefined)
-2.0% | 2% | COc1cc(C(=O)N/C(=C/c2cccc([N+](=O)[O-])c2)C(=O)NCC(=O)O)cc(OC)c1OC
1.9% | -1% | CS(=O)(=O)N1CCC(C(=O)Nc2ccc(F)cc2F)CC1
0.4% | 5% | CCN(C(=O)COc1cc(=O)n(CC)c2ccccc12)c1cccc(Cl)c1
0.7% | x | COc1cccc(-c2nc3ccccc3s2)c1
0.9% | -12% | COc1ccc(CNC(=O)C2CCCN2S(=O)(=O)c2ccc(S(=O)(=O)N(C)C)cc2)cc1 (centres undefined)
4.1% | -13% | Nc1n[nH]c2c1C1(CCCCC1)Cc1ccccc1-2
3.8% | 0% | COc1cc(OC)c(NC(=O)COc2ccc(F)cc2)cc1Cl
-3.0% | 3% | Cc1cc(/C=N/NC(=O)CC#N)c(C)n1-c1ccc(N(C)C)cc1
-49% | x | CCOC(=O)c1c(Nc2ccccc2)sc(/C=C2\C=Nc3ccccc32)c1O
-5.3% | -3% | CCOC(=O)CN(C(=O)CSc1nnc(C)n1-c1ccccc1)c1ccccc1
-2.9% | 0% | CCOC(=O)C(CC)C(C)=NNC(=O)c1ccc([N+](=O)[O-])cc1 (centres undefined)
-1.3% | -15% | COC(=O)C1=C(C)N(c2ccc(C(=O)OC)cc2)C(=O)C1
0.0% | 1% | COc1ccc(S(=O)(=O)Nc2ccccc2C(N)=O)cc1
9.7% | x | Cc1ccc(C(=O)OCC(=O)Nc2ccc3c(c2)OCO3)cc1S(=O)(=O)N1CCOCC1
-1.8% | 3% | COC(=O)COc1ccc(/C=C(/C#N)C(=O)Nc2cccc(Br)c2)cc1OC
-3.0% | -14% | CC1CC(=O)c2cnc(NCc3ccco3)nc2C1 (centres undefined)
0.6% | 4% | CCOc1ccc2c(c1)-c1c(ssc1=S)C(C)(C)N2C(=O)CC
-4.8% | 3% | COc1ccc(-n2c(COc3cccc(C)c3)nnc2SCC(=O)NCc2ccco2)cc1
2.7% | -16% | CS(=O)(=O)N1CCC(C(=O)N2CCc3ccccc3C2)CC1
-2.4% | 1% | O=C(/C=C/c1ccco1)Nc1ccc(Cl)cc1Cl
-0.3% | -11% | COC(=O)[C@@H](NC(=O)NC(C)CCc1ccccc1)C(C)C (some centres undefined)
-4.4% | 0% | COc1cc(/C=C2\SC(=S)N(Cc3ccco3)C2=O)ccc1O
-6.6% | -7% | O=C(CSc1nnc2ccccn12)NCc1cccs1
4.9% | x | CS(=O)(=O)N(CC(O)CON=C1c2ccccc2-c2ccccc21)c1ccc(F)cc1 (centres undefined)
1.0% | -4% | CC12CN3CC(C)(CN(C1)C3c1ccc(Cl)cc1Cl)C2=O (centres undefined)
-4.1% | 2% | c1ccc2nc3c(cc(N4CCOCC4)c4ccccc43)nc2c1
-0.2% | 1% | O=C(CN1C2=NCCN2c2ccccc21)c1ccc2c(c1)OCO2

Next section, starting with the last 7 of the part before.
Hsp70 displacement | Rat MKP-3 inhibitors | Compound
-0.3% | -11% | COC(=O)[C@@H](NC(=O)NC(C)CCc1ccccc1)C(C)C (some centres undefined)
-4.4% | 0% | COc1cc(/C=C2\SC(=S)N(Cc3ccco3)C2=O)ccc1O
-6.6% | -7% | O=C(CSc1nnc2ccccn12)NCc1cccs1
4.9% | x | CS(=O)(=O)N(CC(O)CON=C1c2ccccc2-c2ccccc21)c1ccc(F)cc1 (centres undefined)
1.0% | -4% | CC12CN3CC(C)(CN(C1)C3c1ccc(Cl)cc1Cl)C2=O (centres undefined)
-4.1% | 2% | c1ccc2nc3c(cc(N4CCOCC4)c4ccccc43)nc2c1
-0.2% | 1% | O=C(CN1C2=NCCN2c2ccccc21)c1ccc2c(c1)OCO2
-2.8% | 0% | CC(C)c1ccc([N+](=O)[O-])cc1S(=O)(=O)N1CCN(c2ccccc2)CC1
-5.0% | -6% | CCc1cccc(NC(=O)CN2C(=O)NC3(CCCCCCC3)C2=O)c1
0.5% | -1% | COc1c(Cl)cc(C(=O)Nc2ccc(I)cc2Cl)cc1Cl
6.2% | -12% | Cc1cccn2c(=O)c3cc(C(=O)NCc4ccco4)c(=N)n(CCOCCO)c3nc12
-3.3% | -1% | O=C(NCCN1CCOCC1)c1cnn2c1NC(c1ccco1)CC2C(F)(F)F (centres undefined)
-2.8% | x | CC(=O)NC1=NN(C(C)=O)C(C)(CS(=O)(=O)c2ccc3ccccc3c2)S1 (centres undefined)
0.3% | 7% | CCN1CCN(CCCNC(=O)c2csc3c2CCCCC3)CC1
0.7% | 1% | Cc1cccc(CCNC(=O)C2CCCN(S(=O)(=O)c3cccc4nsnc34)C2)c1 (centres undefined)
-5.4% | 1% | CCOC(=O)c1c(N)sc(C(=O)Nc2ccccc2C(F)(F)F)c1C
-3.3% | x | CCn1c(=O)cc(SCC(=O)Nc2cc(OC)c(OC)c(OC)c2)c2ccccc21
0.7% | 0% | CN(C)c1ccc(C=Nn2cnnc2)cc1
0.6% | x | CC1=C(C#N)C(NC(=O)C2CCCCC2)(C(F)(F)F)C(=O)N1 (centres undefined)
1.1% | 1% | O=C(O)c1ccc(S(=O)(=O)c2ccc3c(c2)C(=O)N(c2nc4ccccc4s2)C3=O)cc1
4.5% | -12% | COC(=O)CCC(=O)Nc1cccc2c(NC(=O)CCC(=O)OC)cccc12
4.1% | 0% | Cc1ccc(NC(=O)CC(=O)NN)cc1
-0.1% | -3% | Nc1cc(Cl)ccc1N1CCOCC1
-3.0% | -1% | Cc1ccc(C)c(S(=O)(=O)N2CCC(C)CC2)c1
3.1% | -4% | CCOC(=O)c1sc(NN=C(C#N)C#N)c(C(=O)OCC)c1C
-3.0% | 6% | COc1ccccc1CC(=O)Nc1ccc(C)c(Cl)c1
-0.4% | 1% | COc1ccc(NC(=O)CN(c2cccc([N+](=O)[O-])c2)S(=O)(=O)c2ccccc2)cc1
0.6% | -5% | Cc1ccccc1CNc1nc(N)n(-c2ccccc2)n1
-2.3% | 2% | CCCCN1C(=O)/C(=C/C=C/c2ccccc2)SC1=S
0.1% | 3% | Cc1cc(C)n(S(=O)(=O)c2cc(C)c(C)cc2C)n1
-1.1% | 0% | Clc1ccc(OCC2COCCO2)cc1 (centres undefined)
7.4% | -1% | COc1ccccc1-c1nnc(SCC(=O)NC2CCCCC2)o1
-6.2% | 2% | CCCCCN=Cc1c(C)[nH]n(-c2nc3ccccc3s2)c1=O
2.3% | x | COc1ccc(Cl)cc1N(CC(=O)Nc1cccc(SC)c1)S(C)(=O)=O
4.0% | 1% | Cc1cccc(/C(N)=N/OC(=O)COc2ccccc2)c1
3.6% | -10% | CCC(=O)Nc1ccc(NC(=O)CSc2nnnn2C(C)C)cc1
-1.4% | 0% | CCCn1nnc(NC(=O)c2ccccc2Cl)n1

One compound at a time (already shown).
CCC(=O)Nc1ccc(NC(=O)CSc2nnnn2C(C)C)cc1 in the list: Hsp70 displacement = 3.6%; Rat MKP-3 inhibitors = -10%
COc1ccc(NC(=O)CN(c2cccc([N+](=O)[O-])c2)S(=O)(=O)c2ccccc2)cc1 in the list: Hsp70 displacement = -0.4%; Rat MKP-3 inhibitors = 1%
COc1ccccc1-c1nnc(SCC(=O)NC2CCCCC2)o1 in the list: Hsp70 displacement = 7.4%; Rat MKP-3 inhibitors = -1%

More compounds follow.
Hsp70 displacement | Rat MKP-3 inhibitors | Compound
-6.8% | x | CCOc1nc(-c2ccccc2)ccc1-c1noc(-c2ccco2)n1
0.2% | -23% | C=CCSc1n[nH]c(-c2ccc(OCCC)cc2)n1
2.3% | x | CCOc1ccccc1OCC(=O)NC1CCCCC1
0.1% | -3% | COc1ccc(-n2cc(-c3ccccc3)c3c(N4CCN(CCO)CC4)ncnc32)cc1
-1.2% | -3% | O=C(NCc1cccnc1)C(=O)N1CCCC1
-1.0% | x | CCCCn1nnnc1SCC(=O)Nc1ccc(N(C)C)cc1
-4.8% | -6% | C/C(=N\NC(=O)c1ccncc1)c1ccco1
-0.2%&-4.5% | -18%&-1% | O=C1CC(O)(C(F)(F)F)Oc2c1ccc1ccccc21 (centres undefined)
1.4% | -7% | Cn1c(NCc2ccccc2O)nc2ccccc21
2.3% | 7% | COc1ccc(N2C(=O)C(CC(=O)Nc3ccccc3)N(Cc3ccc4c(c3)OCO4)C2=O)cc1 (centres undefined)
2.5% | x | CCOC(=O)c1cc2cc3ccccc3cc2[nH]1
-1.2% | 0% | O=C(CCC1CCCCC1)NCCN1CCOCC1
2.5% | x | CCN(CC)S(=O)(=O)c1cc(OC)c(Cl)cc1Cl
2.7% | -12% | COc1ccc(C(=O)N2CC3(C)CC2CC(C)(C)C3)cc1 (centres undefined)
-3.1% | x | O=C(c1cc(C2CC2)nc2ccccc12)N1N=C(C(F)F)CC1(O)C(F)F (centres undefined)
-5.9% | 4% | Cc1ccc(C)n1-c1ccc(Cl)c(C(=O)NN)c1
1.0% | 1% | C=C(C)c1cccc(C(C)(C)NC(=O)N2CCN(CC)CC2)c1
0.2% | 2% | O=[N+]([O-])c1cccc(/C=N\Nc2nc(-c3ccccc3)cc(-c3ccccc3)n2)c1
4.8% | 10% | O=C(CN1CCN(CCC(=O)Nc2ccccc2F)CC1)Nc1ccc(F)cc1
-3.6% | -5% | COc1cc(OC)cc(C(=O)N2CCN(C(=O)c3ccc(OC)c(OC)c3)CC2)c1
-5.7% | 5% | CC(=O)Nc1ccc(Nc2cc(Cl)c(C(F)(F)F)cc2[N+](=O)[O-])cc1
4.0% | 4% | O=C(COc1ccc2ccccc2c1)Nc1ccncc1
1.2% | 3% | NC(=O)NC(Cc1c[nH]c2ccccc12)C(=O)O (centres undefined)
-4.5% | -9% | COc1ccc(NC(=O)CSc2nc(O)cc(=O)n2-c2ccccc2OC)cc1
-2.2% | 4% | CCN1CCCC1CNC(=O)CCc1nc(-c2ccc(C)cc2)no1 (centres undefined)
2.1% | -17% | O=C(COC(=O)CCNS(=O)(=O)c1ccc(Cl)cc1)NCc1ccco1
5.5% | x | COc1cccc(C(C#N)N2CCOCC2)c1 (centres undefined)
-2.7% | 0% | O=C(/C=C/c1ccccc1)Nc1ccc(N2CCCCC2)cc1
-4.1% | 7% | CCc1ccc2[nH]c(=O)c(CN(CCO)C(=O)NCc3ccccc3)cc2c1
1.6% | -3% | COc1ccc(OC)c(S(=O)(=O)N2Cc3ccccc3CC2C(=O)Nc2nccs2)c1 (centres undefined)
1.0% | x | CCCCNC(=O)OC(C)CNC(=O)OC (centres undefined)
1.3%&-2.3% | 2%&2% | Cc1cc(=O)oc2cc(OC(C)C)ccc12
2.2% | -10% | COc1ccc2c(C(=O)CN3CCN(CCO)CC3)c[nH]c2c1
